From PubChem BioAssay
GALK inhibitor: blocks human galactokinase activity; Purified GALK, Kinase-Glo residual ATP luminescence; 270,000 compounds, 0.007% hits; Potency, µM (top dose mostly 57.5 µM), for inactives: at the top dose activity change, negative = inhibition, usual class: inhibitors; AID 1868; also: potency is read from the fitted curve at half-maximal effect; % is scaled to controls: 0 for no effect and ±100 for the full control effect
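Galactose (100 uM) and ATP (35 uM) were turned over by 5 nM GALK for 1 h at RT. Kinase-Glo Plus then converted the remaining ATP into a luminescent signal.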
BCR signal inh: blocks chronic active B-cell receptor signaling; AID 493014; Potency, µM (series often up to 46.1 µM), for the others: at the highest dose ratio change, negative = lower green/red ratio, actives largely listed as inhibitors; ABC-DLBCL IkBa-CBG/CBR reporter, luminescence ratio, 4 h; 340,000 compounds, 0.05% hits; active = well fitted inhibition curve with a large enough effect in the signal ratio, with a control signal flat, not every such curve was filed as active; inconclusive = small, poorly fitted or top-dose-only effect, or effect the other way, or a change in a side signal; the % refers to the signal ratio;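 also: potency is read from the fitted curve at half-maximal effect; plate controls were basal doxycycline-induced cells for no effect and cells given 10 µM MG132 for full effect; MG132 reads +100%, hits lower the ratio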
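Compounds up to 46 uM were incubated four hours with TMD8 cells whose green CBG68 luciferase is fused to IkappaBalpha; red CBR luminescence normalised the signal, and concentration-effect curves were fitted to fusion, red and ratio data.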
PKM2 act: increases activity of human pyruvate kinase M2 | P14618 | purified PKM2, Kinase-Glo ATP luminescence, activation; response scale: 0% is enzyme alone, no compound | Potency, µM (titrated, usually from 57.5 µM), without a hit: top-dose activation, actives largely listed as activators | 260,000 compounds, 0.34% hits | AID 1631; also: potency is read from the fitted curve at half-maximal effect; % is scaled to controls: 0 for no effect and ±100 for the full control effect; nearly all actives have a fitted effect of over 55% in size
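Purified hPK-M2 (>95%) run at intermediate activity with 0.1 mM ADP and 0.5 mM PEP in 50 mM imidazole pH 7.2, KCl, MgCl2; 1 h room temperature. ATP formed read by Kinase-Glo luminescence; normalized to uninhibited and no-enzyme controls.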
Menin MLL FP TR: menin-MLL binding inhibition, Texas Red mutant peptide; O00255; Menin + Texas Red MLL mutant peptide, fluorescence polarization; Potency, µM (highest dose often 61.6 µM), for inactives: top-dose FP activity change, negative = inhibition, hits mostly inhibitors; 270,000 compounds, 0.23% hits; active = well fitted inhibition curve with a large enough effect in the polarisation, with a control signal flat, not every such curve was filed as active; inconclusive = small, poorly fitted or top-dose-only effect, or effect the other way, or a change in a side signal; inactive = no such curve, though single readings can be large or run the other way; the % refers to the polarisation; also: potency is read from the fitted curve at half-maximal effect; % of control where 0% means no effect; many of its hits are not listed in these tables
ASM inhibitor: human S-ASM enzyme inhibition. P17405. placental ASM, HMU-PC fluorogenic substrate, 60 min. Potency, µM (series often up to 57.5 µM), for inactives: at the highest dose activity change, negative = inhibition, usual class: inhibitors. 340,000 compounds, 0.006% hits. AID 504937; also: potency is read from the fitted curve at half-maximal effect
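qHTS format. ASM enzyme prepared from human placenta hydrolyses the fluorogenic substrate HMU-PC0 (9 uM final) over 60 min at 37 °C after a 10 min compound preincubation.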
USP2a block: USP2a (human) protease inhibition; O75604; USP2 core, Ub-CHOP2 coupled fluorogenic reporter, 485/531; Potency, µM (highest dose often 38.3 µM), for inactives: at the highest dose activity change, negative = inhibition, most hits filed as inhibitors; 330,000 compounds, 0.01% hits;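 also: potency is read from the fitted curve at half-maximal effect; plate controls were DMSO wells for no effect and full inhibition by NEM control for full effect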
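Deubiquitinase activity read as fluorescence (485/531 nm) after Ub-CHOP2 cleavage activates the enterokinase reporter on its substrate; USP2 core 10nM, Ub-CHOP2 and substrate 25nM each, 30min compound preincubation then 60min RT; data normalized to NEM, curves fitted.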
KCNH2 WT inh: KCNH2 (human, wildtype) channel inhibition | 340,000 compounds, 0.37% hits | U2OS, BacMam KCNH2, thallium flux FluxOr; active compounds read low | Q12809 | activity change, % at 1.84 µM | AID 720551;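 active = maximum activity change below -70%; inconclusive = maximum activity change between -70% and -50%; inactive = maximum activity change above -50%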; also: % is scaled to controls: 0 for no effect and ±100 for the full control effect
Target sequence (Q12809 whole entry, looked up): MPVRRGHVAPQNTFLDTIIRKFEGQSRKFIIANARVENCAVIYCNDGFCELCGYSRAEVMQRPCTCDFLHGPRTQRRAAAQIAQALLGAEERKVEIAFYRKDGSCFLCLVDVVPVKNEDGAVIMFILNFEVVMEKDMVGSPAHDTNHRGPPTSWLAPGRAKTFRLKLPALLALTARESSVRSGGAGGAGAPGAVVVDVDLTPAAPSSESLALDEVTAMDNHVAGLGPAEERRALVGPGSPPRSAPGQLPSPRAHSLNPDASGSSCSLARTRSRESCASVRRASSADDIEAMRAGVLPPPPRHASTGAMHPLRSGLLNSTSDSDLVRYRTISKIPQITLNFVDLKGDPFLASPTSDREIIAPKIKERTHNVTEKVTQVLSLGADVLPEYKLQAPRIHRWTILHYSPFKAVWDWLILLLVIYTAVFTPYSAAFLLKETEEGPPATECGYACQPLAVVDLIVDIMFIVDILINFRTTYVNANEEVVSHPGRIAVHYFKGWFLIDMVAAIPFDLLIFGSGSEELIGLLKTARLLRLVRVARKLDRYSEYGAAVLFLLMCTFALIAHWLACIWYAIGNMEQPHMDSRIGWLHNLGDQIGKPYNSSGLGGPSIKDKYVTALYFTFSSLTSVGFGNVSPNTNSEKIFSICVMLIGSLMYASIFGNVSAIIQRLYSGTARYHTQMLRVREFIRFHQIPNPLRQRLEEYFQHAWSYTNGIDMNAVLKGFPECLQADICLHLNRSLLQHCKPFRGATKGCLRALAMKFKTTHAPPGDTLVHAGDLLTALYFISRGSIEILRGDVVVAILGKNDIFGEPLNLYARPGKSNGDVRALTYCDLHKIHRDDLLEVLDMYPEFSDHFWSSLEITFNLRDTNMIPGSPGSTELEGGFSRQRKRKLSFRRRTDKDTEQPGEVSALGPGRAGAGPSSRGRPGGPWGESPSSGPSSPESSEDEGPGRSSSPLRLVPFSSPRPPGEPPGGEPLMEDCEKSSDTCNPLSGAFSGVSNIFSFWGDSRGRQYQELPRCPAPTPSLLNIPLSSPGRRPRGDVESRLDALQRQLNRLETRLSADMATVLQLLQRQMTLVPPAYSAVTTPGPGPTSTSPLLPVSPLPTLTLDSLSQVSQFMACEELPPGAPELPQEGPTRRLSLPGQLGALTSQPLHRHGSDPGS
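U2OS cells transduced with wild-type KCNH2 virus are loaded with FluxOr dye for 45 min, and thallium flux is measured in kinetic reads before and after stimulation buffer. Rate constants are normalized to DMSO controls.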
MBNL1-CUG inh: MBNL1-poly(CUG) RNA binding inhibition; Potency, µM (doses to about 57.5 µM), inactives show at the top dose activity change, negative = inhibition, actives largely listed as inhibitors; 280,000 compounds, 0.036% hits; AID 2675; TR-FRET MBNL1-His/biotin-(CUG)12 binding, 665/545 ratio; Q9NR56; active = well fitted inhibition curve with a large enough effect in the signal ratio, with a control signal flat, not every such curve was filed as active; inconclusive = small, poorly fitted or top-dose-only effect, or effect the other way, or a change in a side signal; inactive = no such curve, though single readings can be large or run the other way; the % refers to the signal ratio; also: potency is read from the fitted curve at half-maximal effect; % is scaled to controls: 0 for no effect and ±100 for the full control effect
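Compound titration spanned 92 nM–58 uM against the MBNL1-His/biotin-(CUG)12 complex. After 60 min at room temperature with 5 nM streptavidin-XL665 and 0.055 ng/ul terbium anti-His, ratiometric 665/545 nm emission (Ex 340 nm) normalized to controls.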
TSHR antag: human thyrotropin receptor antagonism. AID 504810. P16473. activity change, negative = inhibition, % at 11.5 µM. 330,000 compounds, 0.2% hits. TSHR-expressing cells, TSH-stimulated cAMP HTRF, 2 h; active compounds read low;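 active = activity change below a set negative limit, meaning inhibition stronger than a set level, cut at about -70% in these data; inconclusive = activity change between two set negative limits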; also: % is scaled to controls: 0 for no effect and ±100 for the full control effect
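Read-out is FRET at 665 nm (cryptate excitation 337 nm) from a cryptate-tagged anti-cAMP antibody, competed by cell cAMP against cAMP-d2. Compounds are tested on freshly harvested TSHR cells challenged with 4nM TSH (EC80) for 2 hours at 37 deg C.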
Mito fusion yeast: inhibitors of mitochondrial division or activators of mitochondrial fusion | 320,000 compounds, 0.23% hits | S. cerevisiae fusion-defective mutant growth rescue, CellTiterGlo 48 h | Potency, µM (highest dose often 46.1 µM), for inactives: at the highest dose growth rescue (activation), most hits filed as activators;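 also: potency is read from the fitted curve at half-maximal effect; % of control where 0% means no effect; nearly all actives have a fitted effect of over 45% in size; temperature-sensitive fusion mutants such as fzo1-1 at 37 °C on non-fermentable ethanol glycerol medium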
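S. cerevisiae fusion-defective temperature-sensitive mutants (e.g. fzo1-1, mgm1-5) grown 48 h at 37C in YPEG (ethanol/glycerol non-fermentable) medium with 23 nl compound per well; growth rescue read as CellTiterGlo luminescence.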
Eya2 inh: inhibitors of human Eya2 phosphatase activity. O00167. recombinant Eya2, OMFP fluorescence dephosphorylation (OMFP is methylfluorescein phosphate). Potency, µM (top dose mostly 76.9 µM), for inactives: top-dose activity, negative = inhibition, most hits filed as inhibitors. 330,000 compounds, 0.006% hits. AID 488837; also: potency is read from the fitted curve at half-maximal effect; % is scaled to controls: 0 for no effect and ±100 for the full control effect
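Eya2 protein (added as 0.2 uM solution) was preincubated with compound for 10 min at ambient temperature in 50 mM HEPES pH 7.5, 50 mM NaCl, 5 uM MgCl2, 0.05% BSA, 1 mM DTT. OMFP (added at 50 uM) then reacted 10 min; fluorescence read at 485/525 nm.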
* hit, by the source's call; ? = inconclusive; nt = no result given; [ ] = remark or other dose. Unless noted, calls follow the shape of the dose curve; as a rule, active = well fitted curve in the direction sought with a large enough effect; inconclusive = small, poorly fitted or top-dose-only effect, or another doubt; inactive = no such curve, though single readings can be large; an effect the other way counts as inactive or inconclusive.

SMILES | GALK inhibitor | BCR signal inh | PKM2 act | Menin MLL FP TR | ASM inhibitor | USP2a block | KCNH2 WT inh | MBNL1-CUG inh | TSHR antag | Mito fusion yeast | Eya2 inh
O=C(COc1ccc(S(=O)(=O)N2CCCC2)cc1Cl)NCc1ccccn1 | 4% | ? | 16% | nt | 1% | 3% | 0 | -3% | 10 | 0% | 3%
Cc1nnc(SCc2cccc(CSc3nnc(C)s3)c2)s1 | 0% | ? | 9% | 2% | 1% | -4% | -5 | 2% | 2 | 0% | -14%
Cc1cc(C)cc(OC(=O)c2cccnc2)c1 | -1% | ? | 1%[11.5 µM] | -3% | 3% | 0% | -4 | -4% | -3 | 1% | -9%
CCn1nc(C(=O)NNC(=O)C2CSC3(C)CCC(=O)N23)c2ccccc2c1=O (configuration not stated) | nt | 0% | nt | nt | 5% | 4% | -9 | nt | 7 | -4% | -1%
COc1cccc(OC)c1NC(=O)C1CCCN1C(=O)Nc1ccccc1Cl (configuration not stated) | 13% | -9% | 0% | -2% | -1% | 3% | 2 | -7% | 2 | -2% | -3%
NS(=O)(=O)c1ccc(CCNC(=O)CCCCCNc2nc(=S)[nH]c3ccccc23)cc1 | 0% | -9% | -2% | 5% | nt | -2% | nt | -9% | 9 | -1% | 4%
CC1(C)Cc2nc(NC3CCCCC3)c(C#N)cc2CO1 | -2% | 0% | 4% | 16% | 131%[activator] | 6% | -18 | -5% | -2 | 6% | 5%
CCOC(=O)C1=C(C)NC(=S)N(C(C)=O)C1c1ccc(OC)c(OC)c1 (configuration not stated) | -4% | ? | 4% | nt | -1% | -1% | -26 | -4% | 4 | 2% | 4%
CCCCn1c(N)c(N(CC(C)C)C(=O)c2ccc(-c3ccc(Cl)cc3)o2)c(=O)[nH]c1=O | nt | 11% | nt | nt | 25% | 0% | 6 | nt | -9 | 2% | 0%
O=C(Nc1cccc(C(=O)Nc2ccccc2F)c1)c1ccccc1 | 3% | ? | 4% | 10% | -1% | 1% | 2 | -5% | -2 | 1% | 10%
Cc1nc2scc(-c3ccccc3)c2c(=O)o1 | -2% | 0% | -2% | 17% | 2% | -1% | -8 | -3% | 6 | -1% | 22%
Cc1scc(-c2n[nH]c(=S)n2Cc2ccccc2)c1C | 1% | -5% | -13% | -10% | 4% | 3% | -7 | 10% | ? | 11% | 4%
NN=C1c2cc([N+](=O)[O-])ccc2-c2ccc([N+](=O)[O-])cc21 | 4% | 16% | -6% | ? | nt | -1% | nt | 3% | 2 | 0% | -18%
CN1CCN(S(=O)(=O)c2ccc3c(c2)oc(=O)n3C)CC1 | 1% | -15% | 4% | nt | 3% | 0% | 0 | 0% | 2 | -1% | 6%
COc1ccc(C(=O)N/C(=C/c2cccnc2)C(=O)N2CCCCCC2)cc1OC | 4% | 3% | nt | -3% | 2% | 0% | -5 | 4% | 4 | -16% | 4%
CCOC(=O)C1C(=O)OC(C)(C)C1C(CC)C(=O)c1ccccc1 (configuration not stated) | 4% | 2% | 4% | -1% | -1% | 1% | 3 | 4% | -4 | 3% | -6%
Cc1cc(=O)[nH]c(N/N=C/c2c(C)nn(-c3ccccc3)c2C)n1 | -2% | 4% | 0% | -10% | 0% | 0% | -8 | 7% | -9 | 1% | 0%
Cc1ccccc1-n1c(C)cc(/C=C(\C#N)C(=O)NCC2CCCO2)c1C (configuration not stated) | 0% | ? | 6% | -2% | 11% | -1% | 1 | 16% | 8 | 24% | -25%
Oc1ccc(/C=N/Nc2ccccc2)cc1 | 12% | 16% | 9% | ? | 3% | -6% | 1 | 0% | 6 | 7% | 1%
COc1ccc(OC)c(NC(=O)CN(C)CC(=O)Nc2ccccc2Cl)c1 | 0% | -2% | nt | -8% | -2% | 0% | -16 | -3% | -8 | 2% | -2%
CCCc1cc(=O)oc2cc(OCC(=O)NC(Cc3ccc(Cl)cc3)C(=O)O)ccc12 (configuration not stated) | nt | 12% | 1% | -9% | 12% | -1% | 0 | 4% | -7 | -1% | 11%
COc1ccc([N+](=O)[O-])cc1NS(=O)(=O)c1cccc(C(=O)NCCCN2CCCC2=O)c1 | nt | 4% | nt | nt | 0% | 3% | 0 | nt | -9 | nt | -4%
Cc1cc(CN(C)C(=O)C2CCC(=O)N(CCc3ccccc3)C2)n[nH]1 (configuration not stated) | -5% | 6% | nt | nt | 1% | 2% | -1 | -1% | 0 | 0% | -8%
CCOC(=O)Cc1nnc(NC(=O)c2ccccc2OC)s1 | -1% | ? | -3% | -5% | 1% | -6% | -7 | -2% | 3 | -5% | 4%
COc1ccc(NC(=S)Nc2ccccn2)c(OC)c1 | 0% | ? | -4% | -16% | 1% | 2% | 7 | 1% | -2 | 5% | -1%
CCCCOc1ccc(-n2nc(C)cc2C)nn1 | 1% | 5% | -3% | -5% | -1% | 1% | -8 | -2% | 10 | 4% | 5%
O=c1[nH]nc(-c2ccc(NCCO)c([N+](=O)[O-])c2)c2ccccc12 | 1% | ? | nt | -22% | -7% | 2% | 2 | ? | -7 | -2% | -17%
CCOC(=O)c1nn(-c2ccccc2)c(=O)c2c(NC(C)=O)scc12 | 1% | ? | 13% | 5% | 39% | 7% | 0 | 26% | -6 | 4% | -10%
COc1ccccc1CNc1ccccc1F | -2% | 11% | 4% | 19% | -2% | 8% | -8 | 0% | 1 | 0% | -13%
COCC(=O)NCCc1nc2ccccc2[nH]1 | 3% | 8% | 0% | -9% | 4% | 1% | 1 | 2% | -5 | -1% | 19%
CC1(C)O[C@@H]2C[C@H]3[C@@H]4CCC5=CC(=O)CC[C@]5(C)[C@@]4(F)[C@@H](O)C[C@]3(C)[C@]2(C(=O)CCl)O1 | nt | ? | nt | nt | 2% | 1% | 1 | nt | -3 | 1% | -17%
Cc1c(OC(C)C(=O)NCC(O)c2ccccc2)ccc2c3c(c(=O)oc12)CCC3 (configuration not stated) | 1% | 1% | nt | -16% | 251%[activator] | -1% | -31 | 3% | 17 | -2% | 3%
CCOC(=O)C1=C(CN2CCN(C(=O)c3ccco3)CC2)NC(=O)NC1c1ccc(F)cc1 (configuration not stated) | 1% | 2% | nt | nt | 0% | 1% | 21 | -4% | -9 | -3% | 5%
Cn1nc(C(=O)NNC(=O)c2cccc(Cl)c2)c2ccccc2c1=O | nt | -5% | nt | nt | 6% | 0% | -3 | nt | 0 | nt | -8%
Cc1noc(C)c1C(=O)Nc1ccc2c(c1)CCC2 | 4% | nt | -5% | 8% | -1% | nt | -8 | -1% | nt | -1% | nt
CCOc1ccc(NC(=O)C2CCN(S(=O)(=O)c3ccc4c(c3)C(C)(C)C(=O)N4C)CC2)cc1 | nt | 4% | -1% | ? | 2% | 2% | -5 | -4% | 35 | -1% | 6%
COc1ccc(/C=C(\NC(=O)c2ccccc2)C(=O)N2CCN(C)CC2)cc1OC | 3% | -6% | -2% | 12% | -1% | 5% | 7 | 0% | 2 | 1% | 4%

As a short view, part of the list above:
SMILES | GALK inhibitor | BCR signal inh | PKM2 act | Menin MLL FP TR | ASM inhibitor | USP2a block | KCNH2 WT inh | MBNL1-CUG inh | TSHR antag | Mito fusion yeast | Eya2 inh
O=C(COc1ccc(S(=O)(=O)N2CCCC2)cc1Cl)NCc1ccccn1 | 4% | ? | 16% | nt | 1% | 3% | 0 | -3% | 10 | 0% | 3%
Cc1nnc(SCc2cccc(CSc3nnc(C)s3)c2)s1 | 0% | ? | 9% | 2% | 1% | -4% | -5 | 2% | 2 | 0% | -14%

Not all compounds are listed (hit frequency here may not be typical).
